Source: PubChem BioAssay
PGE2 EP2 inh = EP2 receptor (human) inhibition; P43116; C6 glioma cells expressing human EP2, cAMP TR-FRET; cells stimulated with saturating PGE2; inhibition, % at 25 µM; actives 0.52% (n = 260,000);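 active = percent inhibition above 40 after rounding to a whole number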;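 also: rat C6 glioma host cells with rolipram phosphodiesterase inhibitor present; the protocol text gives 20 µM as final concentration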
Target sequence (P43116 whole entry, looked up): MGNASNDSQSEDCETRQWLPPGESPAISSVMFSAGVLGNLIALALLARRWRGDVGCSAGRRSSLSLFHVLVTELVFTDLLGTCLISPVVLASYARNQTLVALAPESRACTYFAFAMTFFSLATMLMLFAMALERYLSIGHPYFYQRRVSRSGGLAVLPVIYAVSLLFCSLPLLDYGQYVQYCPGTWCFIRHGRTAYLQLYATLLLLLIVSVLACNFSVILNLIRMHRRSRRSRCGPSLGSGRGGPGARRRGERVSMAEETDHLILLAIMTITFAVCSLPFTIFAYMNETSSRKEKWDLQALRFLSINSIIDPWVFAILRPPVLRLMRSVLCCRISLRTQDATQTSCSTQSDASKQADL
Runt-SMMHC FRET = blocks binding of human RUNX1 Runt domain to CBFb-SMMHC. Q01196+Q13951. Cerulean-Runt/Venus-CBFb-SMMHC FRET ratio 530/480, 1 h. inhibition, % at 20 µM. actives 0.74% (n = 220,000);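 active = mean inhibition across duplicate retests at 20 µM reaching about 50%, limit read from the data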;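 also: 0% = DMSO wells and 100% = wells with excess untagged CBFb-SMMHC; inhibitors lower the FRET ratio by blocking Runt binding to CBFb-SMMHC; some results filed as inactive read as strong as hits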
Runt-CBFb FRET = Runt domain-CBFb interaction inhibition; Cerulean-Runt/Venus-CBFb FRET ratio 530/480, 1 h; AID 1496; Q01196+Q13951; actives 0.46% (n = 220,000); inhibition, % at 20 µM;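 active = inhibition over about 50% at 20 µM in the single-dose screen, limit read from the data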;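 also: 0% = DMSO wells and 100% = excess unlabeled CBFb competitor control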
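Assay system: Cerulean-Runt domain / Medium: Tris 50 mM pH 7.5, KCl, K2SO4, 0.01% BSA / Timing: protein complex preformed 1 h, compound exposure 1 h, room temperature, dark / Measured by: FRET, excitation 422 nm, emission at 530 and 480 nm / Evaluation: loss of energy transfer signal / Control set: 5 µM unlabeled CBFb as full-inhibition high control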
RBBP9 inh = human RBBP9 hydrolase inhibition; O75884; recombinant RBBP9, FP-Rh probe fluorescence polarization; inhibition, % at 7.94 µM; actives 0.2% (n = 220,000); AID 1515;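 active = inhibition above the campaign mean of all tested compounds plus 3 SD, cut at about 14% in these data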;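 also: plate controls were DMSO wells with RBBP9 for no effect and wells lacking RBBP9 protein for full effect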
Target sequence (O75884 whole entry, looked up): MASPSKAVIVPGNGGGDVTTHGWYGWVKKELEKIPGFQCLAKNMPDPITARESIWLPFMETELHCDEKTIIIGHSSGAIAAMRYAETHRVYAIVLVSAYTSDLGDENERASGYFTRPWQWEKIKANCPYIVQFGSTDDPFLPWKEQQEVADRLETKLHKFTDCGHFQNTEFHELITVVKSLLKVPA
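Controls: DMSO-treated enzyme wells and wells lacking RBBP9 | Material: RBBP9 protein | Technique: Fluorescence polarization | Replication: Single well per compound, no replicates | Buffer or medium: Tris-NaCl-Pluronic buffer, pH 8.0 | Timing: 30 min compound preincubation, 45 min probe labeling, 25 °C | Read-out basis: Percent inhibition from mP, scaled between DMSO and no-protein wells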
PERK inhibitor = human PERK inhibition, primary cell-based screen; Q9NZJ5; CHO PERK-DD fusion, SEAP luminescence translation reporter; inhibition, % at 5.6 µM; actives 0.17% (n = 220,000); AID 1416;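 active = inhibition above the mean inhibition of all tested compounds plus 3 SD, set separately per screening campaign, cut at about 2.9% in these data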;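 also: PERK kinase domain activated by AP20187 dimerizer at 100 nM; 0% = DMSO with dimerizer and 100% = rapamycin at 8.4 µM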
zVAD death inh = blocks zVAD induced death of L929 cells; L929 zVAD necroptosis rescue, ATP luminescence, 24 h; with zVAD 60 µM; viability rescue, % at 10 µM; actives 0.38% (n = 220,000); AID 1377;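 active = activation, scaled between plate controls, above about 75%, limit read from the data; inactive = activation under that limit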;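 also: 0% = zVAD with DMSO and 100% = DMSO alone without zVAD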
Hck Nef HTS = human Hck-Nef kinase inhibition; P08631; Recombinant Hck-YEEI plus Nef, Z-Lyte FRET kinase assay; inhibition, % at 20 µM; actives 0.68% (n = 220,000);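 active = Hck-Nef kinase inhibition above about 50%, limit read from the data; inactive = inhibition below that limit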;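 also: 0% = DMSO with Hck plus Nef and 100% = Hck alone without Nef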
Target sequence (P08631 whole entry, looked up): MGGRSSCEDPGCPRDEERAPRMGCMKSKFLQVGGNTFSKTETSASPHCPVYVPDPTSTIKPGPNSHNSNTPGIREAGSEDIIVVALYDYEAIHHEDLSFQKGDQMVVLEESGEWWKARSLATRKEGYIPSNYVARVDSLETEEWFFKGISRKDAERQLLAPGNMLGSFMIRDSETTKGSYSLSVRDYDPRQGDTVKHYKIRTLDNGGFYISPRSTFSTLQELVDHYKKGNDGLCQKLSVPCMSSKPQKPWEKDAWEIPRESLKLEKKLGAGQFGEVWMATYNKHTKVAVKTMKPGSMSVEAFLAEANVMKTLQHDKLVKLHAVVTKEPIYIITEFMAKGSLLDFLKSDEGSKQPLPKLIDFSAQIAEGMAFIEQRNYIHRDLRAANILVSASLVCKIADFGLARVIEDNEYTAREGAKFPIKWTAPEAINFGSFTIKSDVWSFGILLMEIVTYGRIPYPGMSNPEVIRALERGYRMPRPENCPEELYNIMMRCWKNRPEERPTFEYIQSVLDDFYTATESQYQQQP
TNF death inh = inhibitors of TNF-alpha induced necroptosis in Jurkat FADD-/- cells | Jurkat FADD-/- TNF necroptosis rescue, ATP luminescence, 24 h; 0 = TNF only, 100 = no-TNF cells | activation (protection from cell death), % at 10 µM | actives 0.068% (n = 220,000) | AID 463075;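 active = activation, meaning protection from cell death, of at least 50% relative to plate controls; inactive = activation below 50%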;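 also: necroptosis triggered by 40 ng/mL TNF-alpha added together with compound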
EP2 mod = modulates human prostaglandin E2 receptor EP2 signaling. P43116. EP2-expressing cells, cAMP HTRF FRET, PGE2 co-stimulation. induction, % at 25 µM. actives 0.83% (n = 260,000);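 active = compounds whose cAMP rise, as percent of the full-agonist control response, exceeds 60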;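 also: rat C6 glioma line stably carrying human EP2 under a CMV promoter; the protocol text gives 20 µM as final concentration; 100% = response of wells given 1 µM PGE2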
* marks the source's active call; other numbers are inactive results. Some of the compounds tested. The share of hits here may be higher or lower than overall.

Results for CS(=O)(=O)n1nc(-c2ccc(Cl)cc2)nc1N ?
PGE2 EP2 inh: 10; Runt-SMMHC FRET: -2; Runt-CBFb FRET: 2; RBBP9 inh: -1; PERK inhibitor: -0.3; zVAD death inh: 0.2; Hck Nef HTS: 20; TNF death inh: 3.7; EP2 mod: -3

How did O=C(CN1C(=O)c2ccccc2C1=O)NCC1COc2ccccc2O1 (stereo not given) do in these assays?
PGE2 EP2 inh: 20; Runt-SMMHC FRET: -1; Runt-CBFb FRET: -2; RBBP9 inh: -13; PERK inhibitor: -0.7; zVAD death inh: 0.2; Hck Nef HTS: 4; TNF death inh: -1.3; EP2 mod: -34

Results for O=C1OC2(CCCCC2)OC(=O)C1=CNc1nc2ccccc2s1 ?
PGE2 EP2 inh: 11; Runt-SMMHC FRET: -2; Runt-CBFb FRET: 2; RBBP9 inh: -1; PERK inhibitor: -0.8; zVAD death inh: 0.3; Hck Nef HTS: 2; TNF death inh: -1.2; EP2 mod: 24

Results for CCOc1ccc(-c2nc(CSc3nnc(C)s3)cs2)cc1OC ?
PGE2 EP2 inh: 19; Runt-SMMHC FRET: -6; Runt-CBFb FRET: -1; RBBP9 inh: 2; PERK inhibitor: -1.0; zVAD death inh: 0.1; Hck Nef HTS: 4; TNF death inh: -0.8; EP2 mod: -19

How did O=C(CSc1nnnn1-c1ccccc1)Nc1ncc(Cc2ccccc2Cl)s1 do in these assays?
PGE2 EP2 inh: 6; Runt-SMMHC FRET: -2; Runt-CBFb FRET: 3; RBBP9 inh: 2; PERK inhibitor: 2.5; zVAD death inh: 0.1; Hck Nef HTS: -24; TNF death inh: -5.2; EP2 mod: -6

Results for COc1cc2cc(CN(CCCN3CCOCC3)C(=O)Nc3ccccc3F)c(=O)[nH]c2cc1OC ?
PGE2 EP2 inh: 12; Runt-SMMHC FRET: 0; Runt-CBFb FRET: -3; RBBP9 inh: -4; PERK inhibitor: 0.2; zVAD death inh: 1.9; Hck Nef HTS: 26; TNF death inh: 1.8; EP2 mod: -12

What do the screens show for `CCC1/C(=N\O)CC(c2ccco2)NC1c1ccco1` (stereo not given)?
PGE2 EP2 inh: 9; Runt-SMMHC FRET: 1; Runt-CBFb FRET: 5; RBBP9 inh: 6; PERK inhibitor: 0.4; zVAD death inh: 0.7; Hck Nef HTS: 1; TNF death inh: -4.8; EP2 mod: -2

Results for O=C(Cn1cc2c(n1)CCCC2)NC1CCN(Cc2ccccc2)CC1 ?
PGE2 EP2 inh: 7; Runt-SMMHC FRET: -1; Runt-CBFb FRET: -1; RBBP9 inh: 0; PERK inhibitor: 0.5; zVAD death inh: 0.1; Hck Nef HTS: 2; TNF death inh: 0.3; EP2 mod: 21

What do the screens show for `O=C1C2CCCN2C(=O)N1CCCCN1CCN(c2ccccc2)CC1` (stereo not given)?
PGE2 EP2 inh: 9; Runt-SMMHC FRET: 2; Runt-CBFb FRET: 0; RBBP9 inh: -7; PERK inhibitor: -0.1; zVAD death inh: -0.2; Hck Nef HTS: 4; TNF death inh: 1.2; EP2 mod: 11

Results for COc1cccc(NC(=O)C2CCCN2C(=O)Nc2ccccc2F)c1 (stereo not given) ?
PGE2 EP2 inh: 9; Runt-SMMHC FRET: 0; Runt-CBFb FRET: 0; RBBP9 inh: 1; PERK inhibitor: 0.1; zVAD death inh: 0.0; Hck Nef HTS: 0; TNF death inh: -0.3; EP2 mod: 19

How did CSc1nc(N)cc(=O)[nH]1 do in these assays?
PGE2 EP2 inh: 9; Runt-SMMHC FRET: -5; Runt-CBFb FRET: -3; RBBP9 inh: -9; PERK inhibitor: 2.4; zVAD death inh: 0.0; Hck Nef HTS: 10; TNF death inh: -0.4; EP2 mod: -23

What do the screens show for `O=C(Nc1ncc([N+](=O)[O-])s1)C1CCN(S(=O)(=O)c2cnc[nH]2)CC1`?
PGE2 EP2 inh: 5; Runt-SMMHC FRET: 2; Runt-CBFb FRET: 2; RBBP9 inh: -5; PERK inhibitor: 1.2; zVAD death inh: -0.1; Hck Nef HTS: 1; TNF death inh: -2.8; EP2 mod: 16

Results for COC(=O)c1sc(N2C(=O)C(=O)/C(=C(/O)c3ccccc3)C2c2ccco2)nc1C (stereo not given) ?
PGE2 EP2 inh: 12; Runt-SMMHC FRET: 7; Runt-CBFb FRET: 5; RBBP9 inh: -4; PERK inhibitor: 0.3; Hck Nef HTS: -2; TNF death inh: 0.3; EP2 mod: 40

How did O=S1(=O)CCN2C(c3ccco3)=CSC2=N1 do in these assays?
PGE2 EP2 inh: 17; Runt-SMMHC FRET: 4; Runt-CBFb FRET: 2; RBBP9 inh: 3; PERK inhibitor: 0.4; zVAD death inh: 0.7; Hck Nef HTS: 0; TNF death inh: 1.3; EP2 mod: 13

Results for O=C1CC(c2cccc(Cl)c2)CC(O)=C1C=NC1CCCC1 (stereo not given) ?
PGE2 EP2 inh: 18; Runt-SMMHC FRET: 3; Runt-CBFb FRET: -2; RBBP9 inh: -2; PERK inhibitor: -1.0; zVAD death inh: 0.5; Hck Nef HTS: 6; TNF death inh: 4.2; EP2 mod: -8

How did O=C(Oc1ccc(/C=N/O)cc1)c1ccccc1 do in these assays?
PGE2 EP2 inh: 16; Runt-SMMHC FRET: -2; Runt-CBFb FRET: -3; RBBP9 inh: -2; PERK inhibitor: 0.3; zVAD death inh: -0.1; Hck Nef HTS: 4; TNF death inh: -4.0; EP2 mod: 2

What do the screens show for `O=C(CSc1nnc(COc2ccccc2)n1Cc1ccco1)NCc1ccco1`?
PGE2 EP2 inh: 2; Runt-SMMHC FRET: 10; Runt-CBFb FRET: 20; RBBP9 inh: 5; PERK inhibitor: -0.4; zVAD death inh: -0.1; Hck Nef HTS: 4; TNF death inh: -0.1; EP2 mod: 34

How did C/C(=N\NC(=O)c1ccccc1[N+](=O)[O-])c1ccc(Br)s1 do in these assays?
PGE2 EP2 inh: 7; Runt-SMMHC FRET: 5; Runt-CBFb FRET: -1; RBBP9 inh: 4; PERK inhibitor: 0.2; zVAD death inh: -0.5; Hck Nef HTS: 3; TNF death inh: -0.1; EP2 mod: 14

Results for CC(C)[C@H](NC(=O)c1ccco1)C(=O)OCC(=O)Nc1ccc(Cl)c(S(=O)(=O)N(C)C)c1 ?
PGE2 EP2 inh: 6; Runt-SMMHC FRET: -2; Runt-CBFb FRET: 2; RBBP9 inh: -2; PERK inhibitor: 0.9; zVAD death inh: 0.2; Hck Nef HTS: 16; TNF death inh: -1.0; EP2 mod: 14

How did CCCn1ncc(/C=N/O)c1C do in these assays?
PGE2 EP2 inh: 7; Runt-SMMHC FRET: 1; Runt-CBFb FRET: 1; RBBP9 inh: 2; PERK inhibitor: 1.9; zVAD death inh: 0.0; Hck Nef HTS: 5; TNF death inh: -0.2; EP2 mod: -7

The closing 2 compounds of the section above come first, to join the parts.
Results for CC(C)[C@H](NC(=O)c1ccco1)C(=O)OCC(=O)Nc1ccc(Cl)c(S(=O)(=O)N(C)C)c1 ?
PGE2 EP2 inh: 6; Runt-SMMHC FRET: -2; Runt-CBFb FRET: 2; RBBP9 inh: -2; PERK inhibitor: 0.9; zVAD death inh: 0.2; Hck Nef HTS: 16; TNF death inh: -1.0; EP2 mod: 14

How did CCCn1ncc(/C=N/O)c1C do in these assays?
PGE2 EP2 inh: 7; Runt-SMMHC FRET: 1; Runt-CBFb FRET: 1; RBBP9 inh: 2; PERK inhibitor: 1.9; zVAD death inh: 0.0; Hck Nef HTS: 5; TNF death inh: -0.2; EP2 mod: -7

What do the screens show for `Cn1c(=O)[nH]c(=O)c2c1ncn2CCN1CCOCC1`?
PGE2 EP2 inh: 14; Runt-SMMHC FRET: -2; Runt-CBFb FRET: 1; RBBP9 inh: -5; PERK inhibitor: 1.0; zVAD death inh: -0.4; Hck Nef HTS: -6; TNF death inh: -0.3; EP2 mod: 2

What do the screens show for `CC[C@H](C)[C@H](NC(=O)c1ccccc1)C(=O)Nc1ccc(S(=O)(=O)Nc2cc(C)nc(C)n2)cc1`?
PGE2 EP2 inh: 10; Runt-SMMHC FRET: -1; Runt-CBFb FRET: -1; RBBP9 inh: -4; PERK inhibitor: 1.0; zVAD death inh: 1.6; Hck Nef HTS: 13; TNF death inh: -0.3; EP2 mod: -2

How did CCn1ncc(Br)c1C(=O)Nc1ncc(C)s1 do in these assays?
PGE2 EP2 inh: 3; Runt-SMMHC FRET: 1; Runt-CBFb FRET: 1; RBBP9 inh: 7; PERK inhibitor: 0.1; zVAD death inh: 0.7; Hck Nef HTS: 25; TNF death inh: 0.3; EP2 mod: -19

What do the screens show for `O=[N+]([O-])c1cccnc1Sc1n[nH]c(-c2ccc(Cl)cc2)n1`?
PGE2 EP2 inh: 9; Runt-SMMHC FRET: -8; Runt-CBFb FRET: 0; RBBP9 inh: -1; PERK inhibitor: 1.2; zVAD death inh: 1.6; Hck Nef HTS: 6; TNF death inh: 9.4; EP2 mod: 3

Results for CCn1cnc2cc(NCc3nc4ccccc4n3C)ccc21 ?
PGE2 EP2 inh: 6; Runt-SMMHC FRET: 6; Runt-CBFb FRET: 4; RBBP9 inh: -6; PERK inhibitor: -1.6; zVAD death inh: 0.7; Hck Nef HTS: 2; TNF death inh: 0.2; EP2 mod: -4

Results for O=C(Nc1ccc(N2CCOCC2)cc1)C1(S(=O)(=O)c2ccccc2)CC1 ?
PGE2 EP2 inh: 7; Runt-SMMHC FRET: -3; Runt-CBFb FRET: 2; RBBP9 inh: -1; PERK inhibitor: 0.2; zVAD death inh: 5.3; Hck Nef HTS: -3; TNF death inh: 1.1; EP2 mod: 24

Results for CCn1cc([N+](=O)[O-])c(C(=O)Nc2c(C)nn(Cc3c(F)c(F)c(F)c(F)c3F)c2C)n1 ?
PGE2 EP2 inh: 11; Runt-SMMHC FRET: 2; Runt-CBFb FRET: 1; RBBP9 inh: -6; PERK inhibitor: -2.6; zVAD death inh: -0.7; Hck Nef HTS: 0; TNF death inh: -1.2; EP2 mod: 9

How did CCOC(=O)C1CCCN(c2ncnc3c2cnn3-c2cccc(C)c2)C1 (stereo not given) do in these assays?
PGE2 EP2 inh: 5; Runt-SMMHC FRET: -2; Runt-CBFb FRET: -3; RBBP9 inh: -12; PERK inhibitor: -0.8; zVAD death inh: -0.2; Hck Nef HTS: 2; TNF death inh: 1.9; EP2 mod: -12

How did COc1ccc(-c2cn(-c3ccc(SC(F)F)cc3)c3[n+]2CCC3)cc1OC do in these assays?
PGE2 EP2 inh: 2; Runt-SMMHC FRET: 4; Runt-CBFb FRET: 0; RBBP9 inh: 0; PERK inhibitor: -0.1; zVAD death inh: 0.2; Hck Nef HTS: 1; TNF death inh: 1.8; EP2 mod: 0

Results for O=C(c1ccco1)N1CCCN(Cc2nc(Cc3ccccc3)no2)CC1 ?
PGE2 EP2 inh: 17; Runt-SMMHC FRET: 2; Runt-CBFb FRET: 1; RBBP9 inh: 2; PERK inhibitor: 0.6; zVAD death inh: 6.3; Hck Nef HTS: 16; TNF death inh: 1.1; EP2 mod: -10
